High-throughput results deposited in PubChem by National Center for Advancing Translational Sciences (NCATS).
TDP1 inh: qHTS Assay for Inhibitors of Tyrosyl-DNA Phosphodiesterase (TDP1); recombinant TDP1, AlphaScreen DNA substrate cleavage; Potency, µM (titrated, usually from 130 µM), without a hit: top-dose activity change, negative = inhibition, usual class: inhibitors; actives 0.28% (n = 350,000); AID 485290, 2010; also: nearly all actives have a fitted effect of over 40% in size
Target sequence (Q9NUW8 whole entry, looked up): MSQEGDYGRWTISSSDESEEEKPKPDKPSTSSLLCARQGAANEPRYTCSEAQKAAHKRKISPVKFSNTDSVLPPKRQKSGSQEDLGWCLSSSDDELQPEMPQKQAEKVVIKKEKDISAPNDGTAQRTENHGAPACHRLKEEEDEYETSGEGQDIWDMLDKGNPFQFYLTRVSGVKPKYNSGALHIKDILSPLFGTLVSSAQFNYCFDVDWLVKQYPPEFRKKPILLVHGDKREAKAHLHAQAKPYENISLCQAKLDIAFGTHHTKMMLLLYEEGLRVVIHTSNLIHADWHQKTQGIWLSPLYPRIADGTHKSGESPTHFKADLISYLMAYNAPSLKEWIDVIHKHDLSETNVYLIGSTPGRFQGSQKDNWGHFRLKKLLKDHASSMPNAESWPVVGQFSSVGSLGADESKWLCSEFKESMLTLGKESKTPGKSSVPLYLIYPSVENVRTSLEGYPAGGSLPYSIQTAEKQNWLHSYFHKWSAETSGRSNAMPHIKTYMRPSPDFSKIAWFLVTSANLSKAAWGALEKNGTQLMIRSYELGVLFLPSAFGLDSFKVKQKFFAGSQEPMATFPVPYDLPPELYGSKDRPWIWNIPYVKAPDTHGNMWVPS
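Tdp1 1 nM final; 15 min RT w/ cpd; substrate 15 nM, 5 min; beads 10 ug/ml, 10 min; AlphaScreen read. Neg ctrl: no enzyme.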
DT40 TDP1 CPT: qHTS for Inhibitors of human tyrosyl-DNA phosphodiesterase 1 (TDP1): qHTS in cells in presence of CPT; AID 686979, 2013; chicken DT40 Tdp1-/-;hTDP1 cells + 20 nM CPT, ATP luminescence, 48 h; actives 12% (n = 420,000); Potency, µM (titrated, usually from 46.2 µM), for the others: at the highest dose activity change, negative = growth inhibition, hits mostly inhibitors; also: nearly all actives have a fitted effect of over 55% in size
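Chicken DT40 Tdp1-/- cells complemented with human TDP1, 400 cells/well, exposed to compounds plus 20 nM camptothecin for at least 48 h at 37 C; viability read as ATP content by CellTiter-Glo luminescence.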
DT40 TDP1 no CPT: qHTS for Inhibitors of human tyrosyl-DNA phosphodiesterase 1 (TDP1): qHTS in cells in absence of CPT; DT40 Tdp1-/- hTDP1 cells, no CPT, ATP luminescence, 48 h; Potency, µM (series often up to 46.2 µM), for inactives: at the top dose activity change, negative = growth inhibition, hits mostly inhibitors; actives 15% (n = 420,000); AID 686978, 2013; also: nearly all actives have a fitted effect of over 55% in size
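Cells were dispensed at 400 per well, compounds added by pin tool, plates incubated ≥48 hr at 37 °C, then CellTiter-Glo added for 30 min at room temperature before luminescence reading. Line: DT40 Tdp1-/- complemented with hTDP1; camptothecin omitted.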
An asterisk follows results filed as active; & = joins results of further samples; [ ] = another dose, or the depositor's remark. Calls follow the shape of the dose curve; as a rule, active = well fitted curve in the direction sought with a large enough effect; inconclusive = small, poorly fitted or top-dose-only effect, or another doubt; inactive = no such curve, though single readings can be large; an effect the other way counts as inactive or inconclusive. % is scaled to controls: 0 for no effect and ±100 for the full control effect; potency is read from the fitted curve at half-maximal effect.

`COc1ccccc1C1NC(=O)CS1` (stereo not given) gave TDP1 inh 4%, DT40 TDP1 CPT 2% and DT40 TDP1 no CPT -5%.
`Cc1sc(NC(=O)CSc2nnc(COc3ccc(Cl)cc3)n2C)c(C#N)c1C` gave TDP1 inh 4%, DT40 TDP1 CPT inconclusive and DT40 TDP1 no CPT inconclusive.
For COc1ccc(S(N)(=O)=O)cc1C(=O)NCC(C)(C)N1CCCCC1 the results were TDP1 inh -7%, DT40 TDP1 CPT 0% and DT40 TDP1 no CPT -1%.
Screening O=C(NCc1ccccc1)c1cc(C2COCCN2C(=O)C/C=C/c2ccccc2)on1 (stereo not given) returned DT40 TDP1 CPT inconclusive and DT40 TDP1 no CPT inconclusive.
Screening Cc1ccc(S(=O)(=O)CCC(=O)OCc2nc(N)nc(Nc3ccccc3C)n2)cc1 returned TDP1 inh 6%, DT40 TDP1 CPT 4% and DT40 TDP1 no CPT -3%.
Screening Cc1csc(NC(=O)CSc2nnc(-c3ccoc3C)o2)n1 returned TDP1 inh 6%, DT40 TDP1 CPT inconclusive and DT40 TDP1 no CPT inconclusive.
O=c1c2c(nc3cc(-c4ccc(Cl)cc4)[nH]n13)CCS2 was read as TDP1 inh 0%, DT40 TDP1 CPT inconclusive and DT40 TDP1 no CPT inconclusive.
`Cc1ccc(NC(=O)c2ccc3snnc3c2)cc1` gave TDP1 inh 3%, DT40 TDP1 CPT 8% and DT40 TDP1 no CPT -11%.
Screening COc1cc(NC(=O)CSCc2ccc(Cl)cc2)c(C(=O)O)cc1OC returned TDP1 inh 6%, DT40 TDP1 CPT -7% and DT40 TDP1 no CPT 4%.
For CCN(c1ccccc1)S(=O)(=O)c1ccc(OCC(=O)N2CCCC2)cc1 the results were TDP1 inh 0%[56.1 µM], DT40 TDP1 CPT -7% and DT40 TDP1 no CPT -18%.
Screening O=C(CCNC(=O)c1ccc([N+](=O)[O-])cc1)Nc1nc2ccccc2[nH]1 returned TDP1 inh -6%, DT40 TDP1 CPT -4% and DT40 TDP1 no CPT -29%.
`COc1ccc(C(=O)NCCS(=O)(=O)N2CCCC2)cc1` gave TDP1 inh -10%[0.505 µM], DT40 TDP1 CPT 13% and DT40 TDP1 no CPT -23%.
COc1ccc(CN(C)CC(=O)Nc2ccccc2C(F)(F)F)cc1 was read as TDP1 inh -2%, DT40 TDP1 CPT inconclusive and DT40 TDP1 no CPT inconclusive.
Screening CCOc1cccc(C(=O)Nc2cccc(C(=O)NC(C)(C)C)c2)c1 returned TDP1 inh 3%, DT40 TDP1 CPT inconclusive and DT40 TDP1 no CPT inconclusive.
COc1cccc(NC(=O)CN(C)C(=O)c2ccccc2-c2nc3ccccc3s2)c1 was read as TDP1 inh 3%, DT40 TDP1 CPT inconclusive and DT40 TDP1 no CPT 23µM*.
`CCOc1cc2c3c(c1)C(C)CC(C)(C)N3C(=O)C2=O` (stereo not given) gave TDP1 inh 0%, DT40 TDP1 CPT inconclusive and DT40 TDP1 no CPT 18µM*.
`COc1cccc(NS(=O)(=O)c2cc3c(cc2C)N(C(C)=O)CCO3)c1` gave DT40 TDP1 CPT inconclusive and DT40 TDP1 no CPT inconclusive.
`Cn1cnnc1SCC(=O)Nc1cccc(S(=O)(=O)N2CCCCCC2)c1` gave TDP1 inh 4%, DT40 TDP1 CPT -6% and DT40 TDP1 no CPT -2%.
`CC(c1ccccc1)C(NC(=O)OCC1c2ccccc2-c2ccccc21)C(=O)O` (stereo not given) gave TDP1 inh 1%, DT40 TDP1 CPT inconclusive and DT40 TDP1 no CPT -17%.
CCN(CC)S(=O)(=O)c1ccc(C(=O)NNc2nc(-c3ccccc3)c3cc(Br)ccc3n2)cc1 was read as TDP1 inh 8%, DT40 TDP1 CPT inconclusive and DT40 TDP1 no CPT inconclusive.
`COc1ccc(Cl)cc1C(=O)OCC(=O)NCCNC(=O)COC(=O)c1cc(Cl)ccc1OC` gave TDP1 inh 0%, DT40 TDP1 CPT 3% and DT40 TDP1 no CPT 5%.
Screening CN(C)c1ncc2nc(-c3ccc(F)cc3)c(=O)n(CCc3ccccc3)c2n1 returned DT40 TDP1 CPT 14% and DT40 TDP1 no CPT 22%.
For COc1ccc(-n2c(=O)c3c4c(sc3n(Cc3cc(=O)n5c(C)cccc5n3)c2=O)CCC4)c(OC)c1 the results were TDP1 inh 1%, DT40 TDP1 CPT inconclusive and DT40 TDP1 no CPT inconclusive.
CC1(C(=O)NS(=O)(=O)c2cccc(C#N)c2)CCN1C(=O)Cc1ccc(Cl)cc1Cl (stereo not given) was read as DT40 TDP1 CPT -16% and DT40 TDP1 no CPT -10%.
Screening Cc1ccc2[nH]c(C(=O)N3CCN(c4cccc(Cl)c4)CC3)cc2c1 returned DT40 TDP1 CPT -8% and DT40 TDP1 no CPT -20%.
For Cc1n[nH]c(C)c1N1C(=O)c2cccc3c(Br)ccc(c23)C1=O the results were TDP1 inh 3%, DT40 TDP1 CPT inconclusive and DT40 TDP1 no CPT inconclusive.
Screening CN(CC(=O)NCc1ccccn1)S(=O)(=O)c1ccc(Br)cc1 returned TDP1 inh -3%, DT40 TDP1 CPT 1% and DT40 TDP1 no CPT 3%.
`CC12CC3CC(C)(C1)CC(C(=O)Nc1nncs1)(C3)C2` gave TDP1 inh 2%, DT40 TDP1 CPT 0% and DT40 TDP1 no CPT 0%.
Screening O=C(NCCc1ccccc1)C1Cc2c(-c3ccc4c(c3)OCO4)ccnc2O1 (stereo not given) returned DT40 TDP1 CPT 21µM* and DT40 TDP1 no CPT 16µM*.
For CSc1ccc(Cl)c(C(=O)NNC(=O)c2cccs2)c1 the results were TDP1 inh 0%, DT40 TDP1 CPT 6% and DT40 TDP1 no CPT -17%.
O=C(C1=C[C@@H](c2ccc(Br)cc2)C[C@@H](OCCCCO)O1)N1CCOCC1 was read as TDP1 inh 6%, DT40 TDP1 CPT 8% and DT40 TDP1 no CPT 1%.
For Cc1ccc(NC(=O)NC(=O)CN2C(=O)NC3(CCc4ccccc43)C2=O)c(C)c1 (stereo not given) the results were TDP1 inh 7%, DT40 TDP1 CPT 6% and DT40 TDP1 no CPT inconclusive.
`COc1cccc(CNC(=O)CCNC(=O)c2ccco2)c1` gave TDP1 inh -6%, DT40 TDP1 CPT 13% and DT40 TDP1 no CPT -22%.
`Cc1ccc(C)c(OCCOCCn2c(-c3ccc(Br)cc3)nc3ccccc3c2=O)c1C` gave DT40 TDP1 CPT inconclusive and DT40 TDP1 no CPT 15%.
`COc1cc(/C=C/C(=O)NC(C)(C)C)ccc1OCc1ccccc1` gave TDP1 inh 8%, DT40 TDP1 CPT inconclusive and DT40 TDP1 no CPT inconclusive.
Cc1cc2nc(-c3ccccc3)c(Cc3ccsc3)n2c(C)c1Br was read as DT40 TDP1 CPT 15µM* and DT40 TDP1 no CPT 15µM*.
CCOc1ccccc1NC(=O)CSc1nc2c(oc3ccccc32)c(=O)n1C(C)C was read as TDP1 inh 2%, DT40 TDP1 CPT -3% and DT40 TDP1 no CPT -13%.
Screening OC(CN1CCN(c2ccccc2)CC1)c1ccc2c(c1)CCN2 (stereo not given) returned TDP1 inh 8%, DT40 TDP1 CPT -16% and DT40 TDP1 no CPT -1%.
`C[C@H](NC(=O)c1nc[nH]c1C(=O)N1CCN(C(=O)OC(C)(C)C)CC1)c1ccccc1` gave TDP1 inh 0%, DT40 TDP1 CPT -21% and DT40 TDP1 no CPT -18%.
For Cc1nn(Cc2noc(C(=O)NCc3ccc4c(c3)OCO4)n2)c(C)c1Br the results were TDP1 inh 7%, DT40 TDP1 CPT 11% and DT40 TDP1 no CPT -29%.

Molecules above with a cyano group:
`Cc1sc(NC(=O)CSc2nnc(COc3ccc(Cl)cc3)n2C)c(C#N)c1C` gave TDP1 inh 4%, DT40 TDP1 CPT inconclusive and DT40 TDP1 no CPT inconclusive.
CC1(C(=O)NS(=O)(=O)c2cccc(C#N)c2)CCN1C(=O)Cc1ccc(Cl)cc1Cl (stereo not given) was read as DT40 TDP1 CPT -16% and DT40 TDP1 no CPT -10%.

The main list resumes, repeating the 4 entries before the break.
CCOc1ccccc1NC(=O)CSc1nc2c(oc3ccccc32)c(=O)n1C(C)C was read as TDP1 inh 2%, DT40 TDP1 CPT -3% and DT40 TDP1 no CPT -13%.
Screening OC(CN1CCN(c2ccccc2)CC1)c1ccc2c(c1)CCN2 (stereo not given) returned TDP1 inh 8%, DT40 TDP1 CPT -16% and DT40 TDP1 no CPT -1%.
`C[C@H](NC(=O)c1nc[nH]c1C(=O)N1CCN(C(=O)OC(C)(C)C)CC1)c1ccccc1` gave TDP1 inh 0%, DT40 TDP1 CPT -21% and DT40 TDP1 no CPT -18%.
For Cc1nn(Cc2noc(C(=O)NCc3ccc4c(c3)OCO4)n2)c(C)c1Br the results were TDP1 inh 7%, DT40 TDP1 CPT 11% and DT40 TDP1 no CPT -29%.
`CC(=O)Nc1ccc(NC(=O)c2cc(=O)c3cc(C)c(C)cc3o2)cc1` gave DT40 TDP1 CPT -20% and DT40 TDP1 no CPT -28%.
CSc1nc(O)c(C(c2ccc(OC(C)C)cc2)c2c(O)nc(SC)[nH]c2=O)c(=O)[nH]1 was read as DT40 TDP1 CPT -25% and DT40 TDP1 no CPT inconclusive.
`C=CCn1c(SCC(=O)c2cccs2)nnc1-c1cccc(OC)c1` gave TDP1 inh 7%, DT40 TDP1 CPT -13% and DT40 TDP1 no CPT -25%.
Screening CC(C)(C)OC(=O)C[C@@H]1C/C=C\C[C@@H](CC(=O)N(CCO)Cc2ccccc2)C(=O)N[C@@H](c2ccccc2)COC1=O returned TDP1 inh 0%, DT40 TDP1 CPT inconclusive and DT40 TDP1 no CPT 23µM*.
Screening C=CCC(=O)N1CCCC(C(=O)c2ccc(Cl)cc2)C1 (stereo not given) returned DT40 TDP1 CPT -28% and DT40 TDP1 no CPT -1%.
For CC(=O)n1nc(-c2cccnc2)nc1NCc1cccs1 the results were TDP1 inh 1%, DT40 TDP1 CPT inconclusive and DT40 TDP1 no CPT -18%.
`Cc1nn(Cc2c(Cl)cccc2Cl)c(C)c1NC(=O)c1cnn2c(C(F)F)cc(-c3ccccc3)nc12` gave TDP1 inh 2%, DT40 TDP1 CPT 21µM* and DT40 TDP1 no CPT inconclusive.
For C=CCn1c(CCC(O)COCCCCC)n[nH]c1=S (stereo not given) the results were TDP1 inh 3%, DT40 TDP1 CPT -8% and DT40 TDP1 no CPT -16%.
Screening O=C(CSc1nc(=O)n(CCN2CCOCC2)c2c1CCC2)Nc1ccccc1 returned TDP1 inh 3%, DT40 TDP1 CPT 18% and DT40 TDP1 no CPT 1%.
`CC(=O)Nc1cccc(NC(=O)COc2ccc3c(c2)OCO3)c1` gave TDP1 inh 7%, DT40 TDP1 CPT 0% and DT40 TDP1 no CPT inconclusive.
`Cc1ccc(N(C(=O)C2CCCC2)C2C=CS(=O)(=O)C2)cc1C` (stereo not given) gave TDP1 inh 2%, DT40 TDP1 CPT -3% and DT40 TDP1 no CPT -9%.
`CO[C@H]1[C@H](NC(=O)c2ccco2)c2ccccc2C12CCN(Cc1ccc3cccc(F)c3n1)CC2` gave DT40 TDP1 CPT -2%[9.04 µM] and DT40 TDP1 no CPT inconclusive.
For Cc1ccc2[nH]c3nc(NN)nnc3c2c1 the results were TDP1 inh 3%, DT40 TDP1 CPT 23µM* and DT40 TDP1 no CPT inconclusive.
CC1(C(=O)NCc2ccco2)Cc2c(-c3cccc(C(F)(F)F)c3)ccnc2O1 (stereo not given) was read as DT40 TDP1 CPT 2.6µM* and DT40 TDP1 no CPT 2.9µM*.
Screening O=C(O)c1ccccc1NS(=O)(=O)c1ccc(NN=Cc2cccc(Cl)c2)c([N+](=O)[O-])c1 returned TDP1 inh 0%, DT40 TDP1 CPT 7% and DT40 TDP1 no CPT -5%.
Screening COc1cccc(CNC(=O)C(C(=O)NCc2cccc(OC)c2)c2ncc(C(F)(F)F)cc2Cl)c1 returned TDP1 inh 5%, DT40 TDP1 CPT inconclusive and DT40 TDP1 no CPT inconclusive.
Cn1c2ccccc2c2nnc(SCC(=O)Nc3cccc(C(=O)O)c3)nc21 was read as DT40 TDP1 CPT -8% and DT40 TDP1 no CPT -5%.
For CCOC(=O)C1=C(N)Oc2ccc(Br)cc2C1C(C#N)C(=O)OCC (stereo not given) the results were TDP1 inh 8%&5%&13%, DT40 TDP1 CPT -5% and DT40 TDP1 no CPT 3%.
Screening O=C(CNC(=O)N1CC(=O)Nc2ccccc21)NCCc1c[nH]c2ccccc12 returned DT40 TDP1 CPT -3% and DT40 TDP1 no CPT 0%.
For CC(C)Sc1nc2c(c(=O)n1C)SC(C)C2 (stereo not given) the results were TDP1 inh 4%, DT40 TDP1 CPT -17% and DT40 TDP1 no CPT inconclusive.
